Imprint erasure: genomic imprint erasure induction; mouse ES Peg3-LacZ reporter, beta-gal luminescence, 40 h; AID 1948; 110,000 compounds, 0.02% hits; Potency, µM (top dose mostly 60.7 µM), for the others: at the highest dose activity change, positive = activation, most hits filed as activators;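 further: 0% = negative control wells on the plate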
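Imprint erasure is scored as LacZ activity from the silenced maternal Peg3 allele in feeder-free female ES cells cultured 40 h with LIF. Luminescence is normalized to in-plate negative controls and fitted to the Hill equation.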
IkB sig inh: inhibitors of IkB signaling in ABC-DLBCL cells; 110,000 compounds, 0.04% hits; Potency, µM (doses to about 57.1 µM), for the others: at the top dose IkBa stabilization activation; AID 445; ABC-DLBCL IkBa-CBG/CBR dual luciferase ratio, 4 h; response scale: scaled: untreated 0%, proteasome inhibitor 100%; active means well fitted curve in the direction sought with a large enough effect in the signal ratio, not every such curve was filed as active; inconclusive means small, poorly fitted or top-dose-only effect, or a change in a side signal; the % refers to the signal ratio;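 further: the direction sought is a rising ratio; 0% = basal untreated cells and 100% = reference inhibitor full response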
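In this assay, an IκBα–CBG68 fusion accumulates when IKK-driven degradation is blocked; native CBR normalizes for cell number. OCI-Ly3 cells were treated 4 h with compound and doxycycline, then green and red light read after Chroma-Glo addition.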
p53ts 39C tox: kills p53ts cells at the nonpermissive temperature; H1299-p53A138V viability at 39C, ATP luminescence, 24 h; Potency, µM (highest dose often 46.1 µM), for the others: at the top dose activity change, negative = cell killing, usual class: cytotoxic; 130,000 compounds, 1.5% hits; further: nearly all actives have a fitted effect of over 55% in size
p53ts 32C tox: kills p53ts cells at the permissive temperature; 130,000 compounds, 0.93% hits; AID 924; Potency, µM (doses to about 46.1 µM), without a hit: at the top dose activity change, negative = cytotoxicity, actives largely listed as cytotoxic; H1299-p53A138V at 32C, ATP luminescence viability, 24 h;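 further: 0% = DMSO and -100% = full killing by reference compound; nearly all actives have a fitted effect of over 55% in size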
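H1299-p53 A138V cells (temperature-sensitive p53) exposed 24 h to up to 46 uM compound at 32C, where p53 is wild-type in conformation. Viability read as ATP luminescence and normalised to DMSO and 100 uM tamoxifen. AC50 fitted with the Hill equation.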
* = called active by the depositor; ? = inconclusive; / = no result given; & = joins results of further samples; [ ] = remark or other dose. Unless noted, the call rests on the fitted dose curve; in most records, active means well fitted curve in the direction sought with a large enough effect; inconclusive means small, poorly fitted or top-dose-only effect, or another doubt; inactive means no such curve, though single readings can be large; an effect the other way counts as inactive or inconclusive. Unless noted, on the % scale 0 is the no-effect control and ±100 the full control effect; potency means the concentration at half of the fitted maximal effect.

cpd | Structure | p53ts 39C tox | p53ts 32C tox | IkB sig inh | Imprint erasure
1 | Cc1nc(C)c(CCNC(=O)c2cccc(Cl)c2)s1 | 3.8% | -7.5% | / | /
2 | CCOC(=O)C(CC)n1cnc2sc3c(c2c1=O)CCC3 (stereo not drawn) | 6.9% | -11.2% | -1.5% | -11.6%
3 | CC1Cn2c(nnc2-c2cccc(N)c2)S1 (stereo not drawn) | 4.2% | 16.3% | 2.0% | 11.4%
4 | CCC1Oc2ccc(C)cc2N(CC(=O)NCc2cccc(OC)c2)C1=O (stereo not drawn) | -14.1% | -0.6% | -0.2% | -21.3%
5 | COc1ccccc1CNC(=O)C(=O)NCC(c1cccs1)S(=O)(=O)c1ccccc1 (stereo not drawn) | -10.9% | -7.9% | 5.9% | -8.7%[10.9 µM]
6 | CCOc1ccc(-c2cc(OC(=O)c3ccccc3)c3c(C)oc(C)c3c(=O)c2)cc1 | -4.8% | -6.6% | 4.2% | -13.1%[10.9 µM]
7 | O=C(Nc1cccc2nsnc12)c1cccs1 | -27.1%&-2.2% | -23.9%&-4.5% | ? | -63.5%&-42.6%[inhibitor]
8 | CC(C)=CCC/C(C)=C/CO/N=C1/C[C@@H](O)[C@@H](O)[C@@H]2[C@@H]3C(=O)N(C4CCCCC4)C(=O)[C@H]3CC[C@@H]12 | 1.8%[9.22 µM] | 7.4%[9.22 µM] | / | /
9 | COc1cccc(CNC(=O)c2ccc(-c3nc(CS(=O)c4ccccc4)c(C)o3)cc2)c1 (stereo not drawn) | 7.2% | -5.7% | ? | 1.7%[10.9 µM]
10 | O=C(COc1nncc2ccccc12)NCCC1=CCCCC1 | 7.1% | -1.3% | 0.4% | 0.7%
11 | C=CCn1c(SCC(=O)NCC2CCCO2)nnc1C1CCCCC1 (stereo not drawn) | 0.4% | 5.0% | 0.5% | -8.9%
12 | CCC(=O)Nc1nc2c(OC)ccc(C)c2s1 | 22.7% | 11.8% | -0.8% | -12.8%
13 | Cc1ccc(C(c2sc3ncnn3c2O)N2CCC(C)CC2)cc1 (stereo not drawn) | 9.1% | 0.1% | -1.2% | -7.2%
14 | CC1=C(C(=O)OC(C)C)C(c2cccs2)N2C(=O)CCSC2=N1 (stereo not drawn) | -1.2% | -0.7% | 0.4% | 2.5%
15 | CCOn1c(=O)c(=O)n(OCc2ccccc2)c2ccccc21 | 10.7% | 3.7% | 1.5% | -7.3%
16 | Cc1cccc(CNC(=O)C2CCN(c3nnc(-n4c(C)ccc4C)s3)CC2)c1 | -6.9% | -8.1% | ? | -13.4%[10.9 µM]
17 | COC(=O)c1ccc(CSc2nc(C)nc3sc(C)c(C)c23)o1 | -10.1% | 2.4% | ? | -24.5%
18 | CCOc1cc(C(=O)N2CC(=O)Nc3ccc(F)cc3C2c2ccccc2)cc(OCC)c1OCC (stereo not drawn) | 26.9% | -1.7% | ? | -8.2%[10.9 µM]
19 | Cc1ccccc1-c1noc(-c2cc(-c3ccc(F)cc3)n[nH]2)n1 | 5.4% | 11.7% | ? | -8.2%[10.9 µM]
20 | Cc1ccnc(Nc2nc(-c3c(C)nc4sccn34)cs2)c1 | -26.5% | ? | ? | -15.9%
21 | CCNc1ncc2nc(-c3ccc(Cl)cc3)c(=O)n(CCC#N)c2n1 | -1.3% | 0.9% | 0.3%[11.4 µM] | -9.2%
22 | Cc1cc(C(=O)CN2C(=O)NC3(CCCCC3)C2=O)c(C)n1Cc1ccc2c(c1)OCO2 | 15.7% | 28.4% | ? | -15.5%
23 | COC(=O)C(Cc1c[nH]c2ccccc12)NC(C)=O (stereo not drawn) | 10.2% | 15.6% | / | /
24 | CCc1cccc(CC)c1NC(=O)c1cc(S(=O)(=O)N2CCc3ccccc32)cn1C | -8.7% | 25.6% | -1.6% | 8.9%[10.9 µM]
25 | CCCOc1cccc(C(=O)Nc2cccc(NC(=O)c3ccco3)c2)c1 | -13.3% | -1.6% | ? | -25.0%
26 | COc1ccc(NC(=O)c2[nH]nc3c2CSc2ccccc2-3)c(OC)c1 | ? | 9.3% | ? | -15.1%[10.9 µM]
27 | Cc1ccc(OCC(=O)Nc2ccc(N3CCCC3)cc2)cc1C | 8.1% | 0.7% | -0.2% | -3.8%
28 | Cc1cc(C)n(C(=O)CNC(=O)c2ccco2)n1 | 4.5% | 1.0% | 0.9% | 4.1%
29 | O=C(CNC(=O)c1cccc(F)c1)N/N=C/c1ccc(O)c([N+](=O)[O-])c1 | -8.0% | -2.8% | / | /
30 | Cc1cccc(N2CCN(C(=O)c3cc4c(=O)n(C)c5ccccc5c4n3C)CC2C)c1 (stereo not drawn) | ? | -26.4% | ? | -18.6%
31 | Cc1ccc(C)c(N2CCN(CCCNc3ncnc4onc(-c5ccc(Cl)cc5)c34)CC2)c1 | -2.7% | 0.7% | ? | -10.8%[10.9 µM]
32 | C[C@@H](C(=O)NCc1ccc(S(C)(=O)=O)cc1)[C@@H]1C[C@@]1(C)[C@@H](NC(=O)OCc1ccccc1)c1ccccc1 | 13.5% | 0.8% | / | -12.6%
33 | C=CCn1c(SCC(=O)Nc2c(C)cccc2C)nnc1-c1cnccn1 | 6.5% | 10.4% | 0.2% | 23.1%
34 | CCCNC(=O)COC(=O)c1ccc(S(=O)(=O)N2CCCCCC2)cc1 | -0.2% | -3.6% | -0.4% | 19.2%
35 | Cc1cccc(N2CCN(S(=O)(=O)c3c(C)[nH]c(=O)[nH]c3=O)CC2)c1C | 38.3%[activator] | -5.4% | -0.7% | -15.7%[10.9 µM]
36 | Cc1nn(CC(=O)N2CCN(c3ccc(Cl)cc3)CC2)c(=O)c2cccn12 | 5.4% | -13.4% | ? | -16.9%[10.9 µM]
37 | Cc1cccc(NC(=O)c2c(NC(=O)c3ccccc3)sc3c2CCC3)c1 | 18.4% | -3.0% | ? | -6.8%[10.9 µM]
38 | CCOC(=O)c1c(C)c(C(=O)NCc2ccccn2)c(C)n1CC | 12.0% | 4.8% | 0.0% | 3.2%
39 | CCCn1cnc2c(c1=O)c1nc3ccccc3nc1n2CCc1ccccc1 | 8.6% | 0.0% | 0.6% | 6.1%
40 | CCc1ccc(NC(=O)c2ccc(F)c(S(=O)(=O)N3CCN(c4ccc(OC)cc4)CC3)c2)cc1 | -20.9% | -18.5% | ? | -27.4%[10.9 µM]
41 | CC(C)C(C)/C=C/C(C)C1CCC2C3=CCC4CC(=O)CC[C@@]4(C)C3CC[C@]21C (stereo partly drawn) | 4.7% | -3.9% | / | 2.6%
42 | Cc1sc2nc(CN(Cc3cccs3)C(=O)C3CC3)[nH]c(=O)c2c1C | 6.9% | 11.4% | ? | -10.6%
43 | CCOc1nc(-c2ccccc2)ccc1-c1noc(-c2ccc(C)cc2)n1 | 22.0% | 0.4% | 2.5% | 8.6%[10.9 µM]
44 | O=C1COc2ccc(C(=O)c3ccccc3)cc2CN1 | 4.3% | 5.7% | -4.3% | -10.1%
45 | CCOC(=O)C1CCC(CN(Cc2cccc(Br)c2)S(=O)(=O)c2ccc(C)cc2)CC1 (stereo not drawn) | ? | 3.6% | -0.3% | -23.8%[10.9 µM]
46 | Cc1nn(-c2ccc(F)cc2)c2c1cc(C#N)c1nc3ccccc3n12 | 9.8% | 3.8% | -1.8% | -3.7%
47 | CN(C)Cc1ccccc1 | -6.9% | 2.8%[1.84 µM] | 2.1% | 18.6%
48 | CC1(C)CC(c2csc(N)n2)CCO1 (stereo not drawn) | 4.7% | 1.0% | -0.4% | 2.1%
49 | CCCn1c(N)c(N(C)C)c(=O)n(CC(=O)Nc2ccc(OC(F)(F)F)cc2)c1=O | 6.6% | 3.7% | 0.0% | -7.2%
50 | CC(C)c1[nH]nc2c1C1(CCN(Cc3ccccc3)CC1)C(C#N)=C(N)O2 | -1.0% | -9.9% | 2.0% | -11.2%

Rewritten with values under each structure: entries from further up
Order of results – p53ts 39C tox, p53ts 32C tox, IkB sig inh, Imprint erasure
[36] Cc1nn(CC(=O)N2CCN(c3ccc(Cl)cc3)CC2)c(=O)c2cccn12
→ 5.4%, -13.4%, ?, -16.9%[10.9 µM]
[37] Cc1cccc(NC(=O)c2c(NC(=O)c3ccccc3)sc3c2CCC3)c1
→ 18.4%, -3.0%, ?, -6.8%[10.9 µM]
[38] CCOC(=O)c1c(C)c(C(=O)NCc2ccccn2)c(C)n1CC
→ 12.0%, 4.8%, 0.0%, 3.2%
[39] CCCn1cnc2c(c1=O)c1nc3ccccc3nc1n2CCc1ccccc1
→ 8.6%, 0.0%, 0.6%, 6.1%
[40] CCc1ccc(NC(=O)c2ccc(F)c(S(=O)(=O)N3CCN(c4ccc(OC)cc4)CC3)c2)cc1
→ -20.9%, -18.5%, ?, -27.4%[10.9 µM]
[41] CC(C)C(C)/C=C/C(C)C1CCC2C3=CCC4CC(=O)CC[C@@]4(C)C3CC[C@]21C (stereo partly drawn)
→ 4.7%, -3.9%, /, 2.6%
[42] Cc1sc2nc(CN(Cc3cccs3)C(=O)C3CC3)[nH]c(=O)c2c1C
→ 6.9%, 11.4%, ?, -10.6%
[43] CCOc1nc(-c2ccccc2)ccc1-c1noc(-c2ccc(C)cc2)n1
→ 22.0%, 0.4%, 2.5%, 8.6%[10.9 µM]
[44] O=C1COc2ccc(C(=O)c3ccccc3)cc2CN1
→ 4.3%, 5.7%, -4.3%, -10.1%
[45] CCOC(=O)C1CCC(CN(Cc2cccc(Br)c2)S(=O)(=O)c2ccc(C)cc2)CC1 (stereo not drawn)
→ ?, 3.6%, -0.3%, -23.8%[10.9 µM]
[46] Cc1nn(-c2ccc(F)cc2)c2c1cc(C#N)c1nc3ccccc3n12
→ 9.8%, 3.8%, -1.8%, -3.7%
[47] CN(C)Cc1ccccc1
→ -6.9%, 2.8%[1.84 µM], 2.1%, 18.6%
[48] CC1(C)CC(c2csc(N)n2)CCO1 (stereo not drawn)
→ 4.7%, 1.0%, -0.4%, 2.1%
[49] CCCn1c(N)c(N(C)C)c(=O)n(CC(=O)Nc2ccc(OC(F)(F)F)cc2)c1=O
→ 6.6%, 3.7%, 0.0%, -7.2%
[50] CC(C)c1[nH]nc2c1C1(CCN(Cc3ccccc3)CC1)C(C#N)=C(N)O2
→ -1.0%, -9.9%, 2.0%, -11.2%

Further results
cpd | Structure | p53ts 39C tox | p53ts 32C tox | IkB sig inh | Imprint erasure
51 | NC(Cn1ccc(=O)c(O)c1)C(=O)O (stereo not drawn) | -3.7% | -11.0% | / | -10.7%
52 | COc1cccc(Nc2ncnc3c2cnn3C)c1 | -2.7% | 2.8% | -2.5% | -23.9%
53 | O=C(CN1CCC(c2nc3ccccc3s2)CC1)NCc1ccccc1 | -3.8% | -11.3% | / | /
54 | COC(=O)COc1ccc(S(=O)(=O)Nc2ccc(NC(C)=O)cc2)cc1C | -1.3% | -9.7% | 5.3% | -9.2%
55 | CC(C)CN1CN(S(=O)(=O)c2cccs2)c2nc3ccccc3nc21 | -5.9% | 9.7% | -0.8% | 6.2%
56 | CCOc1ccc(-c2nonc2NC(=O)c2ccccc2C)cc1 | -0.5% | -4.1% | 0.4% | -5.6%[10.9 µM]
57 | Cc1c(C(=O)O)sc2ncn(C)c(=O)c12 | -0.4% | 11.0% | 0.7% | 1.8%
58 | Cc1ccc(NCc2nnc(SCC(=O)OC3CCCCC3)o2)c(C)c1 | -1.1% | -8.1% | ? | -3.3%
59 | COc1ccc(-n2c(=O)cc(N3CC(C)OC(C)C3)[nH]c2=O)cc1 (stereo not drawn) | -4.9% | -4.4% | -1.2% | ?
60 | COc1ccc(NC(=O)c2oc3ccccc3c2NC(=O)c2cccc(F)c2)c(OC)c1 | ? | -16.0% | -0.7% | -10.7%[10.9 µM]
61 | CC(=O)C1C(c2ccc(F)cc2)NC(=O)NC1(O)C(F)(F)F (stereo not drawn) | -2.4% | -4.8% | -1.5% | -5.3%
62 | CCOC(=O)N1CCN(C(=O)CCSc2ccc(Cl)cc2)CC1 | 16.4% | -2.0% | / | /
63 | COc1ccc(N2CCN(C(c3ccccc3OC)c3nnnn3C3CCCC3)CC2)cc1 (stereo not drawn) | 11.0% | 6.5% | 5.1% | -9.4%
64 | COc1ccc(-c2nc(CS(=O)CC(=O)NCc3ccco3)c(C)o2)cc1OC (stereo not drawn) | -5.4% | 2.0% | -2.2% | -12.0%

High-throughput results as filed in PubChem BioAssay.
